Assay outcomes deposited in PubChem BioAssay by several laboratories.
TbHK1 inh: blocks Trypanosoma brucei hexokinase 1 activity | recombinant TbHK1, G6PDH-coupled NADH A340 | inhibition, % at 10 µM | 0.11% of 220,000 active;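 active = inhibition of 50% or more in the single-dose primary screen; inactive = inhibition below 50%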
TRPML3 ag: human mucolipin-3 channel agonism | Q8TDD5 | HEK293 TRPML3-YFP, Fluo-8 calcium fluorescence; 100% = the carbachol control signal | activation, % at 3 µM | 0.29% of 220,000 active | AID 1448;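 active = activation above its plate's cutoff, the mean activation of the plate's test wells plus 3 SD, cut at about 12% in these data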;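 note: 0% = DMSO only wells and 100% = carbachol wells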
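Test system – HEK293 line with stable expression of human TRPML3-YFP channel · Control set – carbachol 87 µM final as high control (100%), DMSO as low control (0%) · Signal – Fluo-8 calcium dye fluorescence, ex 470-495, em 515-575 nm · Incubation – 1-h 37 °C dye load, 5-s basal, 120-s post-compound reads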
PPC-1+TRAIL kill: kills PPC-1 cancer cells in the presence of TRAIL. 0.41% of 220,000 active. PPC-1 cells + TRAIL, ATPLite viability luminescence. AID 1443. cell killing (% activity), % at 4 µM;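 active = cell killing above 50% in the first pass at 4 µM, then a duplicate retest at 5 µM averaging 50% or more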;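 note: plate controls were cells with TRAIL plus DMSO for no effect and medium-only wells lacking cells for full effect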
Thrombin inh: blocks human thrombin protease activity. inhibition, % at 5 µM. 0.26% of 220,000 active. alpha-thrombin, Boc-VPR-AMC fluorogenic substrate cleavage;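 active = inhibition at or above 40%; inactive = inhibition below 40%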;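 note: 0% = enzyme with no compound and 100% = wells without enzyme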
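System – human alpha-thrombin protein · Reagent – Boc-VPR-AMC substrate, 15 µM final · Compound – 5 µM single dose in 0.2% DMSO · Schedule – reaction at room temperature · Technique – AMC fluorescence at 355 nm excitation and 460 nm emission · Read-out basis – % inhibition relative to enzyme controls and enzyme-free blanks · Control set – no-compound enzyme wells and no-enzyme blanks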
EBV gp42 block: blocks Epstein-Barr virus glycoprotein 42 binding; Fluorescence polarization binding assay, mP read-out; Q1HVG2; 0.42% of 220,000 active; inhibition, % (tested at 21.74 µM); in the data active = inhibition above about 50%
Furin inhibitor: blocks human furin protease activity. P09958. purified furin, fluorogenic substrate cleavage. inhibition, % at 30 µM. 0.061% of 220,000 active. AID 463115; in the data active = inhibition above about 25%; note: inactives centre near -15
m-calpain inh: blocks pig calpain II enzyme activity; 0.37% of 220,000 active; purified calpain II, fluorogenic peptide substrate, 30 min; AID 1236; inhibition, % at 16 µM;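 active = inhibition above about 50%, limit read from the data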
TRPN1 ag: activates the zebrafish TRPN1 channel | AID 1424 | HEK293 zebrafish TRPN1-YFP, Fluo-8 calcium fluorescence; 100% = response to 87 µM carbachol | 0.18% of 220,000 active | activation, % at 3 µM;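 active = activation above its plate's cutoff, the mean activation of test wells on that plate plus 3 SD, cut at about 19% in these data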;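 note: 0% = DMSO alone and 100% = 87 µM carbachol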
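System: zebrafish TRPN1-YFP in HEK293 cells / Dosing: 3 µM single point / Timing: dye loading 1 h at 37 °C, then 30 min room temperature / Signal: Fluo-8 calcium fluorescence, excitation 470-495 nm, emission 515-575 nm / Read-out basis: percent activation from peak over basal fluorescence ratio, control-normalized / Control set: high carbachol 87 µM, low DMSO alone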
Cl transport mod: modulators of human KCC2 chloride dependent transport | KCC2 cells, thallium flux FluoZin-2 fluorescence | B-score of Tl+ flux slope (higher = more flux/activation; lower = inhibition) at 10 µM | 2.2% of 190,000 active;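 active = thallium flux slope and its plate-corrected score both differing from the plate sample mean at a set confidence after two filtering rounds, in either direction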;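 note: slope of fluorescence scaled to starting intensity during 10 to 20 s after thallium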
Target sequence (Q9H2X9 whole entry, looked up): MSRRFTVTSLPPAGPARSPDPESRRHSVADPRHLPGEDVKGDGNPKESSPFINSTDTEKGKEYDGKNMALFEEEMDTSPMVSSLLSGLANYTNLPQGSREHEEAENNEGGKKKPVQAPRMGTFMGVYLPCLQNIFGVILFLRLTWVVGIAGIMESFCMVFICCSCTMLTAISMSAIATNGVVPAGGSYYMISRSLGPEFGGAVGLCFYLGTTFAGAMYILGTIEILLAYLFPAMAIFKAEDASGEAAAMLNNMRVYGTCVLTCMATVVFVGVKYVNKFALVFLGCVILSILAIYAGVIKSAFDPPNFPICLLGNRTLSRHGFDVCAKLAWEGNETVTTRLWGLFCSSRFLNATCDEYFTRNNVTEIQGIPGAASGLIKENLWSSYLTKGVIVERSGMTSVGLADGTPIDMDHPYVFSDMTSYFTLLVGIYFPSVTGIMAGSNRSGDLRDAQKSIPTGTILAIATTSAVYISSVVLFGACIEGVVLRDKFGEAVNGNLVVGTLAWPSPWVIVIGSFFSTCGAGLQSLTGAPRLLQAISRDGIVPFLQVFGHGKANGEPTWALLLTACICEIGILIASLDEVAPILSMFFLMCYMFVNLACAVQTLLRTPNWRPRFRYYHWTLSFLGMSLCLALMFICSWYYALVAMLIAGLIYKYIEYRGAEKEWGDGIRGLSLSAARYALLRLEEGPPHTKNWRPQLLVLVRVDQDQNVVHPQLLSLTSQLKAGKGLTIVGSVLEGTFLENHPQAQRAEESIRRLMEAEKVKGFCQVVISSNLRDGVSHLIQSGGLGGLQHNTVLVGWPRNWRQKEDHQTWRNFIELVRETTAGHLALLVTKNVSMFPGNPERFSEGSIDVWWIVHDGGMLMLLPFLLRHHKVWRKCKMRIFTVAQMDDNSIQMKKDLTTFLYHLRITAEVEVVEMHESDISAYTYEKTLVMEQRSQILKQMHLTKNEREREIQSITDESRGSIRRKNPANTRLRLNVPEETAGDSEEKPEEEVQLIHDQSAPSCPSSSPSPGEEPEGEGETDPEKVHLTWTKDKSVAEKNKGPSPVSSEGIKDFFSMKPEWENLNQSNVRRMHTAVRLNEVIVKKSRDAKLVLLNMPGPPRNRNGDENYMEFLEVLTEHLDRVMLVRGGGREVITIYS
Starred values were filed as active, the others as inactive; i = inactive; / = not tested or not shown; [ ] = another dose, or the depositor's remark.

Results follow in this order: TbHK1 inh | TRPML3 ag | PPC-1+TRAIL kill | Thrombin inh | EBV gp42 block | Furin inhibitor | m-calpain inh | TRPN1 ag | Cl transport mod
> Cc1nc(C)c(C(=O)NNC(=O)Nc2ccc(Cl)cc2)s1
→ -6 | -0.1 | 8 | 1 | -30 | -16 | 0 | 0.0 | -0.031
> Cc1nnc(NC(=O)CSc2nnc(-c3ccccc3)n2C)s1
→ -4 | 0.4 | -5 | -6 | -3 | -19 | -13 | 1.9 | 0.32
> O=C(NCCCn1ccnc1)C1CC(c2ccccc2Cl)=NO1 (centres undefined)
→ -1 | 0.6 | 15 | -1 | -10 | 6 | 5 | 1.2 | 0.53
> CCc1nnc(NC(=O)C2CC(=O)N(CCc3ccccc3)C2)s1 (centres undefined)
→ 0 | -0.4 | 6 | -10 | -17 | -16 | -8 | 0.2 | /
> N#CCC(=O)N/N=C/c1cc([N+](=O)[O-])ccc1N1CCOCC1
→ -18 | 1.3 | 8 | 9 | -1 | -18 | 29 | 0.5 | 1.3
> CCCCn1nnc(NC(=O)c2ccco2)n1
→ 0 | 0.9 | -7 | -2 | -11 | -23[20 µM] | -46 | 1.5 | 1.2
> COc1ccc(C2=NNC(c3cccnc3)=Nc3ccc(OC)cc32)cc1
→ -2 | 1.0 | 10 | 2 | -2 | 1 | -7 | -2.0 | -0.78
> Cc1ccc(S(=O)(=O)N2CCCCC2)cc1NC(=O)CSc1nnnn1C
→ -14 | 0.5 | 11 | 0 | -23 | -20 | 8 | -0.5 | 0.18
> CNC1=C([N+](=O)[O-])CC([N+](=O)[O-])=C(N2CCNCC2)N1C
→ -4 | 0.1 | 5 | 4 | -17 | -4 | 41 | 0.2 | -0.55
> CC(NC(=O)CSc1ncnc2nc[nH]c12)c1ccccc1 (centres undefined)
→ 0 | 0.7 | 17 | 5 | -16 | -16[20 µM] | 6 | 1.0 | -0.097
> CC(C)(C)NC(=O)CN(Cc1cccs1)C(=O)CCC(=O)Nc1nccs1
→ 5 | -0.3 | -2 | -3 | -13 | -33[20 µM] | 0 | 0.6 | 0.78
> Cc1[nH]c2ccc(F)cc2c1CCN1C(=O)OC(C)(C)C1(C)O (centres undefined)
→ -2 | 0.5 | 11 | -6 | 0 | -9 | 6 | 3.0 | 0.93
> O=C(O)C1CC=CCC1C(=O)Nc1ccccc1C(=O)N1CCN(c2ccccc2)CC1 (centres undefined)
→ 1 | 0.7 | -7 | 1 | -28 | -14[20 µM] | -4 | 0.8 | 0.00048
> COc1ccc(C2=NN(C(=O)CSc3nc4ccccc4s3)C(c3ccc(OC)cc3)C2)cc1 (centres undefined)
→ -6 | 0.1 | 13 | -8 | -11 | -22 | -1 | 0.4 | 0.42
> O=C(c1ccc(NS(=O)(=O)c2cccs2)cc1)N1CCN(c2ccccc2Cl)CC1
→ -3 | -0.8 | 12 | 1 | 6 | -29 | -40 | -1.1 | -1.4
> FC(F)(F)c1cccc(/C=N/NC(=S)NC2CCCCC2)c1
→ -7 | -0.6 | 0 | -5 | -15 | -7 | -4 | -0.3 | 0.29
> COc1ccc(CC(=O)NCC2(c3ccc(OC)c(OC)c3)CCCC2)cc1
→ -6 | 1.3 | -3 | -4 | 1 | -28 | -10 | 0.3 | 0.081
> CC(C)CC(=O)Nc1ccc2nn(-c3ccccc3)nc2c1
→ -16 | 3.1 | 26 | -1 | -2 | -50 | -183 | 4.3 | -1
> Oc1ccccc1CNCc1ccccc1
→ 6 | 0.9 | 18 | -6 | 2 | -23 | 15 | 1.4 | -0.082
> COCC(C)NC(=O)Cc1ccc(Cl)cc1 (centres undefined)
→ -3 | 1.2 | 8 | 0 | -4 | -29 | -14 | 0.0 | 0.29
> CCN(CC)C(=O)Cn1cc(S(=O)(=O)CC(=O)Nc2ccc3c(c2)OCCO3)c2ccccc21
→ 4 | 0.6 | 10 | 2 | -8 | -27 | -17 | 1.1 | -0.42
> Cc1ccc(N(CC(=O)N/N=C/c2cccnc2)S(=O)(=O)c2ccccc2)cc1
→ 2 | 0.1 | 3 | 3 | -4 | -7 | 10 | -1.0 | i
> O=C(NNc1ccccn1)C(=O)NNS(=O)(=O)c1ccc(F)cc1
→ 7 | 0.9 | 17 | -5 | -6 | -25 | -12 | 1.8 | 0.43
> COc1ccc(C2CC(c3ccccc3)=NN2S(=O)(=O)c2ccc(C)cc2)c(OC)c1 (centres undefined)
→ -4 | -0.5 | -9 | 5 | -48 | -21 | -9 | 0.4 | -0.48
> C=CCn1c(SCC(=O)c2cccs2)nc2sc(C)cc2c1=O
→ -2 | 0.2 | 14 | 0 | 10 | -21[20 µM] | 3 | -0.4 | -0.59
> CCOC(=O)C1CCN(C(=O)Nc2ccc3nc(C)c(C)nc3c2)CC1
→ -16 | 0.2 | 22 | -8 | / | -20[20 µM] | / | 0.2 | 1.4
> COc1ccc2nc(NC(=O)Cc3cccs3)sc2c1
→ -1 | -0.6 | -2 | 2 | -10 | -5[20 µM] | 6 | -0.9 | /
> O=C(CSc1nnc(-c2ccco2)n1CC1CCCO1)c1ccccc1 (centres undefined)
→ 24 | 0.2 | 6 | -5 | 8 | -14 | -5 | 1.1 | -0.44
> CCN(CC)S(=O)(=O)c1ccc(-c2nnc(SCC(=O)c3ccc(OC)cc3)o2)cc1
→ -26 | 2.8 | 3 | -3 | -2 | -15 | -17 | 1.9 | /
> COc1ccc(-c2cc(C(=O)N3CCc4ccccc4C3)no2)cc1OC
→ -1 | -0.5 | 0 | -14 | 4 | -33 | 9 | -1.2 | -3.2

Among those listed so far, these have a nitro group on carbon.
Results follow in this order: TbHK1 inh | TRPML3 ag | PPC-1+TRAIL kill | Thrombin inh | EBV gp42 block | Furin inhibitor | m-calpain inh | TRPN1 ag | Cl transport mod
> N#CCC(=O)N/N=C/c1cc([N+](=O)[O-])ccc1N1CCOCC1
→ -18 | 1.3 | 8 | 9 | -1 | -18 | 29 | 0.5 | 1.3
> CNC1=C([N+](=O)[O-])CC([N+](=O)[O-])=C(N2CCNCC2)N1C
→ -4 | 0.1 | 5 | 4 | -17 | -4 | 41 | 0.2 | -0.55

Going on with the list:
Results follow in this order: TbHK1 inh | TRPML3 ag | PPC-1+TRAIL kill | Thrombin inh | EBV gp42 block | Furin inhibitor | m-calpain inh | TRPN1 ag | Cl transport mod
> Cc1ccc2nc(-c3ccsc3)c(NC3CCCC3)n2c1
→ -4 | 0.5 | 11 | -11 | -1 | -19 | i | -2.7 | 0.23
> CCC(=O)OCC(=O)Nc1cc(S(=O)(=O)N(C)C)ccc1Cl
→ 1 | -0.1 | 11 | -1 | -10 | -33 | -8 | 1.2 | 0.58
> CN1CC(=O)NC1=NC(=O)c1cc(F)c(F)cc1Cl
→ 1 | 0.2 | 9 | 4 | -4 | -23 | -1 | 0.3 | 0.24
> O=C1Nc2cccnc2Sc2ccccc21
→ 2 | 0.3 | 15 | -3 | -9 | -17 | -7 | 0.8 | 1.1
> c1ccc(Cn2nnc3c(N4CCCCCC4)ncnc32)cc1
→ -4 | -0.8 | -1 | -4 | -17 | -8 | 24 | -0.3 | -1.8
> COc1ccc(NC(=O)C2CC(=O)N(c3cccc(C)c3C)C2)cc1 (centres undefined)
→ 56* | 0.3 | 20 | 6 | -8 | -9 | -5 | 0.4 | /
> COc1ccc(N(CC(=O)N2CCN(c3ccc(Cl)cc3)CC2)S(=O)(=O)c2c(C)n[nH]c2C)cc1
→ -4 | 0.8 | 30 | -2 | -6 | -40 | -24 | 0.1 | 0.028
> CSc1ncccc1-c1nc2ccccc2[nH]1
→ -18 | 0.9 | 0 | -8 | -29 | -18[20 µM] | -34 | -0.9 | 0.61
> CC(OC(=O)C1CC=CCC1C(N)=O)C(Cl)=C(Cl)Cl (centres undefined)
→ -2 | 0.4 | 3 | 3 | 6 | -25[20 µM] | -13 | -1.1 | -1.4
> COc1ccc(C2C(C#N)=C(C)NC3=C2S(=O)(=O)c2ccccc23)cc1 (centres undefined)
→ -2 | 0.2 | 1 | -1 | 7 | -17[20 µM] | 10 | -0.2 | 0.049
> O=C(c1ccco1)c1cn(CC(=O)N2CCCC2)c2ccccc12
→ -34 | 0.6 | -10 | 6 | 4 | -3 | -11 | 0.6 | -0.39
> Cc1cc(=O)n2[nH]c(-c3ccco3)nc2n1
→ 2 | 1.0 | 10 | -3 | -14 | -7[20 µM] | -32 | -0.7 | 0.24
> O=[N+]([O-])c1cccnc1N1CCC(c2cc(-c3ccc(Cl)cc3)n[nH]2)CC1
→ 0 | 0.4 | 1 | -1 | 2 | -12[20 µM] | 18 | -0.7 | 0.11
> CCOC(=O)N1CCC(NS(=O)(=O)c2ccc(C)cc2)CC1
→ 1 | 0.7 | -7 | 1 | -15 | -6 | 15 | 1.9 | -0.32
> O=C(Cn1ncc2c(=O)oc3ccccc3c21)N1CCCN(Cc2ccccc2F)C1
→ -3 | -0.4 | 10 | -2 | -29 | -17 | -9 | 1.2 | 0.24
> O=C(CN1CCN(S(=O)(=O)c2ccc(Cl)cc2)CC1)Nc1ccc(N2CCOCC2)cc1
→ -9 | 1.6 | 0 | -2 | -12 | -28 | -4 | 1.1 | 0.044
> N=c1c2c3c(sc2ncn1CCN1CCOCC1)CCCCC3
→ -8 | -0.8 | -8 | 7 | -8 | -7 | -6 | -0.3 | /
> CCOc1ccc(NC(=O)CC2C(=O)N(CC)C(=S)N2CCN2CCOCC2)cc1 (centres undefined)
→ 1 | 1.0 | 13 | -3 | -11 | -28 | -14 | 0.4 | 0.19
> COc1cccc(-c2ccc(C#N)c(SCC(=O)NCCc3cccc(Cl)c3)n2)c1
→ -4 | -0.3 | 7 | -6 | -17 | -6[20 µM] | -7 | -0.3 | 0.096
> CCOC(=O)c1oc2ccccc2c1NC(=O)C1CCCCC1
→ -2 | 0.5 | -8 | 1 | -13 | 1 | 8 | -0.5 | 0.39
> COc1ccc2[nH]c(=O)c(CN(Cc3cccnc3)C(=O)Nc3ccccc3)cc2c1
→ -5 | -0.1 | 15 | 2 | / | 2 | / | 2.8 | -1.6
> CSc1ccc(/C=N/N2CCN(Cc3ccccc3Cl)CC2)cc1
→ -1 | 0.5 | 14 | -4 | -2 | -20 | -4 | -0.8 | -0.041
> CCOC(=O)c1cc(C)nc(Sc2ccc(C)cc2)c1C#N
→ 2 | -0.1 | -2 | -2 | -10 | -19 | 19 | -2.4 | 0.8
> CCn1c(C(C)C)n[nH]c1=S
→ -1 | 0.8 | -12 | 5 | -8 | -20 | 6 | 0.6 | 0.15
> Cc1ccc(-c2nnc(-c3cccc(Br)c3)o2)cc1
→ 1 | 0.4 | 24 | 7 | -13 | -11 | 5 | -0.1 | 0.88
> COc1cccc(-n2c(COc3ccccc3C)nnc2SCC(=O)O)c1
→ -8 | 0.2 | 2 | 0 | -3 | -29 | 6 | 0.8 | -0.3
> O=C1C(=O)N(CCN2CCOCC2)C(c2ccncc2)/C1=C(/O)c1ccc2c(c1)OCO2 (centres undefined)
→ -43 | 0.7 | 4 | 7 | 3 | -7 | 8 | 1.1 | 1.3
> O=C(COC(=O)c1cccc(S(=O)(=O)N2CCCC2)c1)NCc1ccccc1
→ -1 | 0.6 | 9 | 3 | 0 | -10 | 8 | 1.1 | 0.18
> CN(CCS(=O)(=O)c1ccc(Cl)cc1)Cc1cccnc1
→ -5 | 1.0 | -26 | -2 | -15 | -22 | -13 | 1.1 | 1.3
